All columns: NCI-60 one-dose screen, growth in % after 48 h at 10 µM unless noted; 100 = growth as untreated, 0 = no growth, -100 = all killed.
LOX IMVI – LOX IMVI melanoma; 7.4% of 79,000 active; AID 1794757
MDA-MB-435 – MDA-MB-435 melanoma; 7.8% of 82,000 active; AID 1794794
T-47D – T-47D breast cancer; AID 1794792; 5% of 79,000 active
SK-MEL-5 – SK-MEL-5 melanoma. 6.4% of 80,000 active
SK-MEL-28 – SK-MEL-28 melanoma; 4.1% of 81,000 active; AID 1794761
HS 578T – HS 578T breast cancer; 4.1% of 78,000 active
BT-549 – BT-549 breast cancer | 4.4% of 78,000 active
SK-MEL-2 – SK-MEL-2 melanoma; 4.7% of 77,000 active
* = called active by the depositor; . = not tested or not shown. How the source made its calls: active means growth percent below 10; inactive means the rest.

1: COc1cccc(/C=N/NC(=O)c2ccc3nc(-c4ccc(Cl)cc4)[nH]c3c2)c1O
2: NC1=CCNN1
3: CC(=O)c1nc2ccccc2n1CCN1C(=O)NC2NC(=O)NC2C1=O (centres undefined)
4: CCCCOC(=O)c1cccc(C(=O)OCCCC)c1
5: Cc1cc(C)c2c(n1)sc1c(Nc3csc4ncccc34)ncnc12
6: Cc1ccc(S(=O)(=O)n2cc(/C=C3\C(=O)N(c4c(Cl)cccc4Cl)c4ccccc43)c3ccccc32)cc1
assay / entry	1	2	3	4	5	6
LOX IMVI	-97*	106	92	110	87	90
MDA-MB-435	-89*	110	111	97	108	99
T-47D	-33*	104	102	97	92	89
SK-MEL-5	-98*	95	106	112	93	101
SK-MEL-28	-98*	111	103	95	106	96
HS 578T	-55*	123	121	109	84	73
BT-549	-97*	.	108	92	100	94
SK-MEL-2	-95*	131	.	92	104	95

7: C/C(=N\N=C1\SCC(=O)N1c1ccccc1)c1cc2ccccc2oc1=O
8: CCOc1n[nH]c(-c2ccccc2)n1
9: Cc1onc(-c2ccccc2)c1C(=O)N/N=C/c1cc(Cl)cc(Cl)c1O
10: CCSc1nc(-c2ccc(OCc3ccccc3)cc2)c(C#N)c(=O)[nH]1
11: O=c1[nH]n(C(=S)N/N=C/c2ccc([N+](=O)[O-])cc2)c(=O)c2ccccc12
12: CN(C)CCOc1ccc(-c2nc3ccc(-c4nc5ccc(N6CCN(C)CC6)cc5[nH]4)cc3[nH]2)cc1
assay / entry	7	8	9	10	11	12
LOX IMVI	99	94	11	70	103	68
MDA-MB-435	102	102	45	92	101	61
T-47D	104	91	42	82	93	55
SK-MEL-5	108	98	9.3*	48	100	37
SK-MEL-28	105	103	51	84	110	45
HS 578T	106	91	80	80	111	76
BT-549	133	94	34	89	106	74
SK-MEL-2	.	108	38	87	106	26

13: Cc1csc(/N=C(N)/N=C(\N)c2ccccc2)n1
14: Cn1c(=O)c2c(nc(Sc3nc(N)cc(=O)[nH]3)n2CC(=O)N2CCc3ccccc32)n(C)c1=O
15: COc1cc(CNC(=O)C[C@H](C)CCC=C(C)C)ccc1OCc1cn(-c2ccc(Cl)cc2Cl)nn1
16: O/N=C(/CCc1ccccc1)c1ccccc1
17: CCCCCCCCCCNC(=O)CCl
18: COc1ccc(-n2c(SCC(=O)Nc3ccc(-c4nc5ccccc5[nH]4)cc3)nc3ccccc3c2=O)cc1
assay / entry	13	14	15	16	17	18
LOX IMVI	102	87	81	90	51	.
MDA-MB-435	111	103	98	120	90	-14*
T-47D	94	100	60	98	41	-52*
SK-MEL-5	99	98	60	99	73	-7.6*
SK-MEL-28	115	111	96	115	105	-64*
HS 578T	118	90	48	102	85	29
BT-549	113	107	84	102	49	-65*
SK-MEL-2	105	107	72	106	86	98

19: NNCCc1ccc(NC(=O)CCCc2ccc(C(=O)Nc3ccccc3N)cc2)cc1
20: O=C(c1cccc(N2CCOCC2)n1)c1c[nH]c2ccccc12
21: CN1CCc2cc3c(c4c2C1(C)C(=O)c1ccccc1-4)OCO3 (centres undefined)
22: O=C(CC(=O)c1ccccc1)Nc1ccc([N+](=O)[O-])cc1
23: CSC(=Nc1cccc(C)c1)NC#N
24: COc1cc(/C=C/c2c(-c3ccc(F)cc3)nc3sc(-c4ccccc4)c(-c4ccccc4)n23)cc(OC)c1OC
assay / entry	19	20	21	22	23	24
LOX IMVI	64	93	105	73	98	98
MDA-MB-435	71	100	108	93	97	88
T-47D	29	71	93	78	86	60
SK-MEL-5	57	94	95	107	103	93
SK-MEL-28	76	99	122	97	106	90
HS 578T	78	89	96	129	116	123
BT-549	71	117	108	99	92	101
SK-MEL-2	43	103	103	100	.	70

25: COc1cc(C2SCC(=O)N2c2ccc(C)cc2)cc(OC)c1OC (centres undefined)
26: COc1cc2cc(Oc3ccc(NC(=O)Nc4ccc(F)c(C(F)(F)F)c4)cc3)c(C)nc2cc1OCCN1CCOCC1
27: CC(=O)Nc1ccc(S(=O)(=O)Nc2ccc(-c3ccc4c(c3)NC(=O)/C4=C\c3ccc[nH]3)cc2)cc1
28: O=C(C1=CNC(=S)NC1c1ccc(O)cc1)c1cc2ccccc2oc1=O (centres undefined)
29: CCOC(=O)N1C(=O)/C(=C\c2ccc(Cl)cc2)SC1=Nc1c(C)nn(-c2ccccc2)c1N
30: Cc1ccc(C(=O)Cc2nc(C#N)c(C#N)nc2CC(=O)c2ccc(C)cc2)cc1
assay / entry	25	26	27	28	29	30
LOX IMVI	99	13	85	91	81	96
MDA-MB-435	80	16	100	105	84	97
T-47D	119	22	21	112	96	.
SK-MEL-5	.	-38*	93	101	106	94
SK-MEL-28	111	43	84	118	106	108
HS 578T	111	66	99	98	99	80
BT-549	113	40	43	84	77	98
SK-MEL-2	117	15	94	101	87	124

31: N#Cc1nn(CCCl)c(=O)c2ccccc12
32: COc1ccc(-c2c(N)n[nH]c2-c2cc(OC)c3c(c2)OCCO3)cc1
33: CC(=NCCN=C(C)c1ccccc1O)c1ccccc1O
34: CC1(C)OCC(N)(CO)CO1
35: CN(C)c1ccc(-n2nc3ccccc3n2)cc1
36: CCCCCNCCOC(=O)c1ccc(N)cc1
assay / entry	31	32	33	34	35	36
LOX IMVI	102	70	94	93	94	79
MDA-MB-435	115	-24*	91	104	100	111
T-47D	81	66	90	97	78	102
SK-MEL-5	102	70	100	107	75	107
SK-MEL-28	114	81	105	97	126	106
HS 578T	122	86	93	96	96	.
BT-549	102	74	101	86	92	107
SK-MEL-2	102	65	.	106	102	148

37: COc1ccc(C2[C@@H](Cl)C(=O)N2c2cc(OC)c(OC)c(OC)c2)cc1Cl (some centres undefined)
38: CC(=O)C1C(=O)C(=O)N(c2ccc([N+](=O)[O-])cc2Cl)C1=O (centres undefined)
39: CS(=O)(=O)OCC(COS(C)(=O)=O)C(c1ccccc1)c1ccccc1
40: CCOC(CCC#N)c1ccc(Cl)cc1 (centres undefined)
41: COc1ccc(Oc2nc(Nc3ccc(N4CCOCC4)nc3)ncc2NC(=O)c2cc(OC)cc(OC)c2)cc1
42: COc1cc(NC(=O)c2cc3ccccc3cc2O)c(OC)cc1Cl
assay / entry	37	38	39	40	41	42
LOX IMVI	21	105	100	102	.	3.5*
MDA-MB-435	-21*	109	105	101	33	3.7*
T-47D	43	96	100	102	.	4.2*
SK-MEL-5	-24*	100	107	117	71	-42*
SK-MEL-28	70	110	114	106	80	44
HS 578T	31	98	104	128	87	52
BT-549	-19*	105	97	110	80	-24*
SK-MEL-2	15	108	123	120	48	-17*

43: O=c1c2ccccc2nc(N/N=C/c2ccc(Oc3ccc(Br)cc3)cc2)n1-c1ccc(Cl)cc1
44: COc1cc(C(=O)/C=C/c2c(C)nn(-c3ccccc3)c2N2CCOCC2)cc(OC)c1OC
45: Cc1cc(=O)oc2cc(O)cc(O)c12
46: O=C(OCCOC(=O)N1CCOCC1)N1CCOCC1
47: O=[N+]([O-])c1ccc(Nc2ccc(N=Cc3ccccc3O)cc2)c2nonc12
48: Fc1cccc(-c2cnn3cc(-c4ccccc4)cnc23)c1
assay / entry	43	44	45	46	47	48
LOX IMVI	110	71	98	95	79	92
MDA-MB-435	103	81	95	100	106	40
T-47D	96	65	91	114	96	89
SK-MEL-5	99	59	100	110	100	100
SK-MEL-28	106	86	101	103	110	110
HS 578T	99	37	106	92	117	66
BT-549	91	59	101	103	100	97
SK-MEL-2	103	76	107	117	100	94

49: O=C(O)C1CCCCN1 (centres undefined)
50: CCn1cc(C(=O)O)c(=O)c2cc(F)c(N3CCN(CC(=O)Nc4ccc(S(N)(=O)=O)cc4)C(C)C3)c(F)c21 (centres undefined)
51: c1ccc2c(-c3c[nH]c4ccccc34)c3c(cc2c1)[nH]c1ccccc13
52: c1ccc(CCSc2ncnc3nc[nH]c23)cc1
53: Cc1ccc(S(=O)(=O)N(CCO)CCO)cc1
54: COc1ccc2c(c1)O/C(=C\c1cccc(O)c1O)C2=O
assay / entry	49	50	51	52	53	54
LOX IMVI	100	96	60	81	105	46
MDA-MB-435	104	99	-3.7*	79	104	74
T-47D	103	107	34	74	84	81
SK-MEL-5	106	105	67	85	99	71
SK-MEL-28	118	106	75	103	102	82
HS 578T	123	100	84	100	106	81
BT-549	104	99	67	117	97	62
SK-MEL-2	106	98	51	54	101	110

55: Nc1nc(N)c(N=Nc2ccc(S(=O)(=O)Nc3ncccn3)cc2)cc1N=Nc1ccccc1
56: COc1ccc(-c2c3c(nn2-c2ccc(OC)cc2)CCc2cnoc2-3)cc1
57: C/C(=N\NC(N)=O)c1ccc(Cl)c(-n2cccc2)c1
58: CCC1(C)COC(c2ccc(OC)cc2)OC1 (centres undefined)
59: C=CN(C(=O)N1CCN(c2cc3c(cc2F)c(=O)c(C(=O)O)cn3C2CC2)CC1)c1nc(-c2ccc(Cl)cc2)cs1
60: COc1ccc(NC(=O)COCCOCCNC[C@@H]2C(=O)O[C@H]3[C@H]2CC/C(COC(=O)OC/C2=C/CC[C@@]4(C)O[C@H]4[C@H]4OC(=O)[C@@H](CN(C)C)[C@@H]4CC2)=C\CC[C@@]2(C)O[C@@H]32)c(O)c1C(N)=O
61: Cc1ncc2c(c1-c1noc(-c3cn[nH]c3-c3cccs3)n1)CCNC2
62: FC(F)(F)C(F)(F)C(F)(F)C(F)(F)C(F)(F)C(F)(F)OC(F)(F)C(F)(F)C(F)(F)C(F)(F)C(F)(F)C(F)(F)F
assay / entry	55	56	57	58	59	60	61	62
LOX IMVI	87	82	89	97	29	35	45	102
MDA-MB-435	88	88	95	101	75	50	55	123
T-47D	84	74	93	94	76	16	56	106
SK-MEL-5	100	86	97	106	82	86	70	103
SK-MEL-28	95	102	108	106	62	-6.5*	86	109
HS 578T	94	.	60	104	54	79	81	136
BT-549	70	95	90	.	63	57	89	109
SK-MEL-2	98	95	102	99	86	68	107	107

In the list so far, these contain an aryl methoxy group.
1: COc1cccc(/C=N/NC(=O)c2ccc3nc(-c4ccc(Cl)cc4)[nH]c3c2)c1O
15: COc1cc(CNC(=O)C[C@H](C)CCC=C(C)C)ccc1OCc1cn(-c2ccc(Cl)cc2Cl)nn1
18: COc1ccc(-n2c(SCC(=O)Nc3ccc(-c4nc5ccccc5[nH]4)cc3)nc3ccccc3c2=O)cc1
24: COc1cc(/C=C/c2c(-c3ccc(F)cc3)nc3sc(-c4ccccc4)c(-c4ccccc4)n23)cc(OC)c1OC
25: COc1cc(C2SCC(=O)N2c2ccc(C)cc2)cc(OC)c1OC (centres undefined)
26: COc1cc2cc(Oc3ccc(NC(=O)Nc4ccc(F)c(C(F)(F)F)c4)cc3)c(C)nc2cc1OCCN1CCOCC1
32: COc1ccc(-c2c(N)n[nH]c2-c2cc(OC)c3c(c2)OCCO3)cc1
37: COc1ccc(C2[C@@H](Cl)C(=O)N2c2cc(OC)c(OC)c(OC)c2)cc1Cl (some centres undefined)
assay / entry	1	15	18	24	25	26	32	37
LOX IMVI	-97*	81	.	98	99	13	70	21
MDA-MB-435	-89*	98	-14*	88	80	16	-24*	-21*
T-47D	-33*	60	-52*	60	119	22	66	43
SK-MEL-5	-98*	60	-7.6*	93	.	-38*	70	-24*
SK-MEL-28	-98*	96	-64*	90	111	43	81	70
HS 578T	-55*	48	29	123	111	66	86	31
BT-549	-97*	84	-65*	101	113	40	74	-19*
SK-MEL-2	-95*	72	98	70	117	15	65	15

41: COc1ccc(Oc2nc(Nc3ccc(N4CCOCC4)nc3)ncc2NC(=O)c2cc(OC)cc(OC)c2)cc1
42: COc1cc(NC(=O)c2cc3ccccc3cc2O)c(OC)cc1Cl
44: COc1cc(C(=O)/C=C/c2c(C)nn(-c3ccccc3)c2N2CCOCC2)cc(OC)c1OC
54: COc1ccc2c(c1)O/C(=C\c1cccc(O)c1O)C2=O
56: COc1ccc(-c2c3c(nn2-c2ccc(OC)cc2)CCc2cnoc2-3)cc1
58: CCC1(C)COC(c2ccc(OC)cc2)OC1 (centres undefined)
60: COc1ccc(NC(=O)COCCOCCNC[C@@H]2C(=O)O[C@H]3[C@H]2CC/C(COC(=O)OC/C2=C/CC[C@@]4(C)O[C@H]4[C@H]4OC(=O)[C@@H](CN(C)C)[C@@H]4CC2)=C\CC[C@@]2(C)O[C@@H]32)c(O)c1C(N)=O
assay / entry	41	42	44	54	56	58	60
LOX IMVI	.	3.5*	71	46	82	97	35
MDA-MB-435	33	3.7*	81	74	88	101	50
T-47D	.	4.2*	65	81	74	94	16
SK-MEL-5	71	-42*	59	71	86	106	86
SK-MEL-28	80	44	86	82	102	106	-6.5*
HS 578T	87	52	37	81	.	104	79
BT-549	80	-24*	59	62	95	.	57
SK-MEL-2	48	-17*	76	110	95	99	68
